# Screening data deposited in PubChem BioAssay by Broad Institute.
# NSD2 inh – blocks human NSD2 histone methyltransferase activity. NSD2-SET H3K36me1 DELFIA fluorescence, biochemical. inhibition, % at 12.5 µM. 44,000 tested, 0.07% active. AID 624260; in the data active means inhibition above about 54%, passing the limit was not always enough;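 further: inhibitors reduce the monomethyl H3K36 fluorescence signal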
# Target sequence (O96028 whole entry, looked up): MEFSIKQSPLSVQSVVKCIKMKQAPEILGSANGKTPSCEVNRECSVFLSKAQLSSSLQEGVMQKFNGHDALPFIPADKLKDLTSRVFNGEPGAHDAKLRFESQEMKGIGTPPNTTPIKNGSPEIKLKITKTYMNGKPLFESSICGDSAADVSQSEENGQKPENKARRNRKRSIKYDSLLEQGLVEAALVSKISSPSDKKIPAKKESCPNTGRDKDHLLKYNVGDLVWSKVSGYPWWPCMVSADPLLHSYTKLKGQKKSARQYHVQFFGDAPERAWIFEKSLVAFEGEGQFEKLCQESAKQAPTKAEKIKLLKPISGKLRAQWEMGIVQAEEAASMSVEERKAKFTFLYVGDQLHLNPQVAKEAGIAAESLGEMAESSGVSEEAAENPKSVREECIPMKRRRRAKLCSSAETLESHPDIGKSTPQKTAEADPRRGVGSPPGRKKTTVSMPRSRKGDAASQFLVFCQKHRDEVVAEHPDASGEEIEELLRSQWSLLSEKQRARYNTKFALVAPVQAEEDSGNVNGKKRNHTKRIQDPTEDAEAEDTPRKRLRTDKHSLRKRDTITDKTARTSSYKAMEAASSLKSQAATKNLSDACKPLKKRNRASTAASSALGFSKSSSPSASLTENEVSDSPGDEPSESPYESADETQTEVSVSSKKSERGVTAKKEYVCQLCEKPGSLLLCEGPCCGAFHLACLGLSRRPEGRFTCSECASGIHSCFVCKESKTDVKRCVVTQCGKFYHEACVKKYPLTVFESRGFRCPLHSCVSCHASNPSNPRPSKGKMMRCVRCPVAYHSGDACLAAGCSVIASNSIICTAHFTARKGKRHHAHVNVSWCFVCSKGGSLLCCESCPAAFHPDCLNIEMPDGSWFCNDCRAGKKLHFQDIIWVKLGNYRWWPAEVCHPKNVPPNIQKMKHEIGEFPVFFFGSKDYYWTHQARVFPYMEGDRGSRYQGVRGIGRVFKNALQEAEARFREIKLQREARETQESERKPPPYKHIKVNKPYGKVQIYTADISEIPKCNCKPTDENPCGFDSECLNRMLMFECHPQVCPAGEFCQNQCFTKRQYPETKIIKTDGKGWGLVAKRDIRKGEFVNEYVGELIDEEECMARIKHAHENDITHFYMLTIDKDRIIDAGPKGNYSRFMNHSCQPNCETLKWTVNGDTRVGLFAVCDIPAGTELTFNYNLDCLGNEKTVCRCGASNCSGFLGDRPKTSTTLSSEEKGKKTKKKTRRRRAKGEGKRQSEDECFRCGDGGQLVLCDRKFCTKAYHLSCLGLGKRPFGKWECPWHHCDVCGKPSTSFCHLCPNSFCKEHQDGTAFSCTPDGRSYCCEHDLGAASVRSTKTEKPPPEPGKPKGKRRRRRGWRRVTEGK
# An asterisk follows results filed as active. An excerpt; the hit share may differ from the screen's.
SMILES,NSD2 inh
C[C@@H]1CN([C@H](C)CO)C(=O)c2cccc(NS(=O)(=O)c3ccc(Cl)cc3)c2O[C@H]1CN(C)Cc1ccc(C(F)(F)F)cc1,3.6
Cc1noc(C)c1NC(=O)N(C)C[C@@H]1Oc2ccc(NS(=O)(=O)c3cccs3)cc2C(=O)N([C@H](C)CO)C[C@@H]1C,-4.6
COc1ccc(-c2ccc3c(c2)O[C@@H](CN(C)CC2CCOCC2)[C@H](C)CN([C@H](C)CO)S3(=O)=O)cc1,3.4
Cc1ccc(S(=O)(=O)N(C)C[C@H]2OCCCC[C@@H](C)Oc3ccc(NC(=O)Nc4cccc5ccccc45)cc3C(=O)N([C@@H](C)CO)C[C@@H]2C)cc1,-4.3
C[C@@H]1CN([C@H](C)CO)C(=O)Cc2cc(NS(=O)(=O)c3cn(C)cn3)ccc2O[C@H]1CN(C)C(=O)Nc1ccc(F)cc1,7.8
C[C@@H]1CN([C@H](C)CO)S(=O)(=O)c2ccc(-c3cccnc3)cc2O[C@H]1CN(C)C(=O)NC1CCCCC1,8.5
COCC(=O)N(C)C[C@@H]1Oc2cc(Br)ccc2S(=O)(=O)N([C@@H](C)CO)C[C@@H]1C,4.5
C[C@@H]1CN([C@H](C)CO)C(=O)Cc2cc(NC(=O)Cc3ccccc3)ccc2O[C@H]1CN(C)S(=O)(=O)c1ccc(Cl)cc1,-4.0
C[C@@H]1CN([C@H](C)CO)C(=O)c2cc(NS(=O)(=O)c3cccs3)ccc2O[C@@H]1CN(C)C,10.3
CCCN(C)C[C@H]1Oc2ncc(-c3cccc(C(=O)N(C)C)c3)cc2C(=O)N([C@@H](C)CO)C[C@@H]1C,-4.9
CC(=O)N(C)C[C@@H]1Oc2cc(-c3ccncc3)ccc2S(=O)(=O)N([C@H](C)CO)C[C@@H]1C,3.4
CCC(=O)N(C)C[C@@H]1Oc2cc(C#Cc3ccccc3)ccc2S(=O)(=O)N([C@@H](C)CO)C[C@H]1C,5.1
Cc1ccc(S(=O)(=O)Nc2ccc3c(c2)C(=O)N([C@@H](C)CO)C[C@@H](C)[C@H](CN(C)C(=O)NC2CCCCC2)OCCCC[C@@H](C)O3)cc1,-0.1
C[C@H](CO)N1C[C@H](C)[C@H](CN(C)Cc2ccc3c(c2)OCO3)Oc2ncc(-c3ccccc3)cc2C1=O,10.8
C[C@@H]1CCCCO[C@@H](CN(C)S(=O)(=O)c2cn(C)cn2)[C@H](C)CN([C@@H](C)CO)C(=O)c2cc(NS(=O)(=O)c3ccccc3)ccc2O1,-0.9

# Given field by field: part of the list above
CCCN(C)C[C@H]1Oc2ncc(-c3cccc(C(=O)N(C)C)c3)cc2C(=O)N([C@@H](C)CO)C[C@@H]1C
  NSD2 inh: -4.9
CC(=O)N(C)C[C@@H]1Oc2cc(-c3ccncc3)ccc2S(=O)(=O)N([C@H](C)CO)C[C@@H]1C
  NSD2 inh: 3.4
CCC(=O)N(C)C[C@@H]1Oc2cc(C#Cc3ccccc3)ccc2S(=O)(=O)N([C@@H](C)CO)C[C@H]1C
  NSD2 inh: 5.1

# (cont.)
SMILES,NSD2 inh
C[C@@H]1CCCCO[C@H](CN(C)Cc2ccc(C(=O)O)cc2)[C@@H](C)CN([C@@H](C)CO)C(=O)c2cc(NS(C)(=O)=O)ccc2O1,3.3
COc1ccccc1S(=O)(=O)N(C)C[C@@H]1Oc2cc(/C=C/c3ccccc3)ccc2S(=O)(=O)N([C@@H](C)CO)C[C@@H]1C,-5.8
C/C=C/c1cnc2c(c1)C(=O)N([C@@H](C)CO)C[C@@H](C)[C@@H](CN(C)C(=O)c1ccc3c(c1)OCO3)O2,-4.6
CCCN(CCC)CC1CCCCN1CCNC(=O)N1c2ccccc2C(=O)Nc2cccnc21 (stereo unspecified),-3.0
C[C@H](CO)N1C[C@H](C)[C@H](CN(C)Cc2ccncc2)Oc2ncc(C#CCN(C)C)cc2C1=O,2.3
CNC(=O)[C@H]1O[C@@H](n2cnc3c(NCc4cccc(I)c4)ncnc32)C(O)[C@H]1O (stereo partly specified),-0.2
C[C@H]1CCCCO[C@H](CN(C)C(=O)Nc2ccc(C(F)(F)F)cc2)[C@@H](C)CN([C@@H](C)CO)C(=O)c2cc(NS(=O)(=O)c3ccc(Cl)cc3)ccc2O1,-6.8
COc1ccc(C(=O)Nc2cccc(-n3cc(C(=O)NO)nn3)c2)cc1,4.8
C[C@H](CO)N1C[C@H](C)[C@H](CN(C)C(=O)Nc2ccccc2)Oc2ccc(NC(=O)CCCCCC(=O)Nc3ccccc3N)cc2C1=O,2.4
C[C@H](CO)N1C[C@H](C)[C@@H](CN(C)Cc2ccc(-c3ccccc3)cc2)Oc2c(NC(=O)c3cnccn3)cccc2C1=O,2.9
COc1ccc(NC(=O)Nc2ccc3c(c2)C(=O)N([C@@H](C)CO)C[C@H](C)[C@H](CN(C)Cc2ccc(Oc4ccccc4)cc2)O3)cc1,-1.7
C[C@@H]1CN([C@@H](C)CO)C(=O)Cc2cc(NC(=O)Nc3ccc(C(F)(F)F)cc3)ccc2O[C@@H]1CN(C)Cc1ccc(Oc2ccccc2)cc1,1.1
CCCC#Cc1cnc2c(c1)C(=O)N([C@H](C)CO)C[C@H](C)[C@@H](CN(C)C(=O)c1cccnc1)O2,4.5
C[C@@H]1CN([C@H](C)CO)C(=O)CCCn2nncc2CO[C@@H]1CN(C)S(=O)(=O)c1ccc(-c2ccccc2)cc1,22.6
COc1ccc(NC(=O)N(C)C[C@@H]2Oc3ccc(NC(=O)Nc4ccccc4)cc3C(=O)N([C@@H](C)CO)C[C@@H]2C)cc1,2.1
C[C@H](CO)N1C[C@H](C)[C@H](CN(C)C(=O)Nc2cc(F)ccc2F)Oc2cc(-c3cccc(F)c3)ccc2S1(=O)=O,-0.7
C[C@H]1CN([C@@H](C)CO)S(=O)(=O)c2ccc(C#CC3CC3)cc2O[C@H]1CN(C)C,-1.0
C[C@@H]1CN([C@@H](C)CO)C(=O)c2cc(NC(=O)CCN3CCOCC3)ccc2O[C@H]1CN(C)C(=O)Nc1cccc2ccccc12,-4.8
COc1ccc(CNC(=O)C[C@H]2C[C@@H]3c4cc(NS(=O)(=O)c5ccc(F)cc5)ccc4O[C@@H]3[C@@H](CO)O2)cc1,-6.1
COc1ccc(S(=O)(=O)N(C)C[C@H]2Oc3ccc(NS(=O)(=O)c4c(C)noc4C)cc3C(=O)N([C@H](C)CO)C[C@H]2C)cc1,2.0
C[C@@H]1CCCCO[C@H](CN(C)C(=O)c2ccccc2)[C@H](C)CN([C@@H](C)CO)C(=O)c2cc(NS(=O)(=O)c3cccs3)ccc2O1,0.3
C[C@H]1CN([C@@H](C)CO)C(=O)c2cc(C#Cc3cccnc3)cnc2O[C@@H]1CN(C)Cc1cccnc1,6.4
CCCC#Cc1ccc2c(c1)O[C@H](CN(C)C(=O)CN(C)C)[C@@H](C)CN([C@H](C)CO)S2(=O)=O,-7.6
COc1ccc(S(=O)(=O)Nc2ccc3c(c2)C(=O)N([C@H](C)CO)C[C@@H](C)[C@H](CN(C)C(=O)NC2CCCCC2)OCCCC[C@H](C)O3)cc1,-1.9
C[C@@H]1CN([C@@H](C)CO)C(=O)c2ccccc2-c2ccccc2CO[C@@H]1CN(C)C(=O)[C@@H]1CCCN1C,-5.7
COc1ccc(-c2cnc3c(c2)C(=O)N([C@@H](C)CO)C[C@H](C)[C@H](CN(C)C(=O)C2CCC2)O3)cc1,9.7
C#Cc1ccc([C@@H]2C=C(C(=O)NCc3ccccc3)O[C@H](OCc3ccc(CO)cc3)C2)cc1,-1.6
O=C(O)C1=CCCN(CCON=C(c2ccccc2)c2ccccc2)C1,4.1
C[C@@H]1CN([C@@H](C)CO)C(=O)Cc2cc(NS(=O)(=O)c3cccs3)ccc2O[C@H]1CN(C)S(=O)(=O)c1ccccc1,-124.0
C[C@@H]1CN([C@@H](C)CO)C(=O)c2cc(NC(=O)CCC(F)(F)F)ccc2O[C@@H]1CN(C)C(=O)Nc1ccc2c(c1)OCO2,1.0

# Individual results from above:
# NSD2 inh with COc1ccc(CNC(=O)C[C@H]2C[C@@H]3c4cc(NS(=O)(=O)c5ccc(F)cc5)ccc4O[C@@H]3[C@@H](CO)O2)cc1 : -6.1
# NSD2 inh with C[C@@H]1CN([C@@H](C)CO)C(=O)c2ccccc2-c2ccccc2CO[C@@H]1CN(C)C(=O)[C@@H]1CCCN1C : -5.7
# NSD2 inh with C[C@H](CO)N1C[C@H](C)[C@H](CN(C)C(=O)Nc2cc(F)ccc2F)Oc2cc(-c3cccc(F)c3)ccc2S1(=O)=O : -0.7
# NSD2 inh with CCCC#Cc1ccc2c(c1)O[C@H](CN(C)C(=O)CN(C)C)[C@@H](C)CN([C@H](C)CO)S2(=O)=O : -7.6
# NSD2 inh with C#Cc1ccc([C@@H]2C=C(C(=O)NCc3ccccc3)O[C@H](OCc3ccc(CO)cc3)C2)cc1 : -1.6

# The listing continues.
SMILES,NSD2 inh
Cc1ccc(S(=O)(=O)N(C)C[C@@H]2Oc3ccc(NS(=O)(=O)c4ccc(Cl)cc4)cc3C(=O)N([C@H](C)CO)C[C@@H]2C)cc1,-5.3
C[C@H]1CN([C@@H](C)CO)S(=O)(=O)c2ccc(C#CCN(C)C)cc2O[C@H]1CN(C)Cc1ccncc1,-4.8
Cc1ccc(S(=O)(=O)N(C)C[C@@H]2Oc3ccc(NC(=O)Cc4cn(C)c5ccccc45)cc3CC(=O)N([C@@H](C)CO)C[C@@H]2C)cc1,4.8
C[C@H]1CN([C@@H](C)CO)C(=O)c2cccc(NC(=O)C3CCOCC3)c2O[C@H]1CN(C)Cc1ccc(-c2ccccc2)cc1,12.0
C[C@H]1CN([C@@H](C)CO)C(=O)c2cccc(NC(=O)c3nc4ccccc4s3)c2O[C@H]1CN(C)S(=O)(=O)c1ccc(Cl)cc1,-0.7
C[C@H](CO)N1C[C@H](C)[C@H](CN(C)Cc2ccc3c(c2)OCO3)Oc2c(NC(=O)C3CCOCC3)cccc2C1=O,-0.6
CCCN(C)C[C@@H]1Oc2cc(C#Cc3cccnc3)ccc2S(=O)(=O)N([C@@H](C)CO)C[C@@H]1C,0.6
C[C@@H]1CN([C@H](C)CO)C(=O)Cc2cc(NC(=O)CCC(F)(F)F)ccc2O[C@@H]1CN(C)Cc1ccncc1,17.8
C[C@@H]1CN([C@@H](C)CO)C(=O)c2cc(N(C)C)ccc2O[C@@H](C)CCCCO[C@@H]1CN(C)C(=O)CCC(F)(F)F,1.0
O=C(C[C@H]1C=C[C@H](NC(=O)Cc2cccnc2)[C@@H](CO)O1)Nc1ccccc1,3.7
C[C@H]1CN([C@@H](C)CO)C(=O)c2cc(NC(=O)NC3CCCCC3)ccc2O[C@H]1CN(C)Cc1ccc(Oc2ccccc2)cc1,-3.2
C[C@H]1CN([C@@H](C)CO)C(=O)c2c(c3ccccc3n2C)-c2ccccc2CO[C@H]1CN(C)C(=O)CCC(F)(F)F,-4.5
C[C@@H]1CN([C@@H](C)CO)C(=O)c2cc(NS(C)(=O)=O)ccc2O[C@H]1CN(C)S(=O)(=O)c1cccs1,1.6
C[C@@H]1CN([C@@H](C)CO)C(=O)c2cc(-c3cccnc3)cnc2O[C@H]1CN(C)C(=O)c1cccc(F)c1,-8.1
C[C@H]1CN([C@@H](C)CO)C(=O)c2cc(NC(=O)NC3CCCCC3)ccc2O[C@H]1CN(C)Cc1ccc(C(=O)O)cc1,6.5
O=C(C[C@@H]1C[C@H]2c3cc(NS(=O)(=O)c4ccc(F)cc4)ccc3O[C@H]2[C@H](CO)O1)NCCN1CCCCC1,3.2
C[C@H](CO)N1C[C@H](C)[C@H](CN(C)C(=O)Cc2ccncc2)Oc2cc(C#Cc3ccccc3F)ccc2S1(=O)=O,5.0
CC(C)C#Cc1ccc2c(c1)O[C@H](CN(C)C(=O)C1CCCCC1)[C@H](C)CN([C@@H](C)CO)S2(=O)=O,-1.6
Cc1ccc(S(=O)(=O)Nc2cccc3c2O[C@@H](CN(C)Cc2ccc(C(=O)Nc4ccccc4N)cc2)[C@H](C)CN([C@H](C)CO)C3=O)cc1,-1.2
COc1ccc(NC(=O)N(C)C[C@@H]2Oc3ccc(NS(=O)(=O)c4ccccc4)cc3C(=O)N([C@H](C)CO)C[C@H]2C)cc1,1.4
COc1ccc(S(=O)(=O)N(C)C[C@H]2Oc3ccc(NC(=O)c4ccncc4)cc3C(=O)N([C@@H](C)CO)C[C@@H]2C)cc1,-1.4
COC(=O)c1ccccc1NC(=O)CNC(=O)c1ccco1,-0.3
O=C(CCCCCC(=O)N/N=C/c1cccnc1)NO,0.6
C[C@@H]1CN([C@H](C)CO)C(=O)c2cccc(NC(=O)C3CC3)c2O[C@@H]1CN(C)S(=O)(=O)c1ccccc1,1.0
CC(C)NC(=O)N(C)C[C@H]1Oc2ncc(C#CC3(O)CCCC3)cc2C(=O)N([C@H](C)CO)C[C@H]1C,3.0
CC(=O)n1cc([C@@H]2C=C(C(=O)NCc3ccccc3)O[C@H](OCc3ccc(CO)cc3)C2)c2ccccc21,-1.6
C[C@H](CO)N1C[C@H](C)[C@H](CN(C)Cc2cccnc2)OCc2ccccc2-c2ccccc2C1=O,2.1
C[C@H]1CN([C@@H](C)CO)C(=O)c2cc(NC(=O)C3CC3)ccc2O[C@H]1CN(C)CC1CC1,2.6
C[C@@H]1CN([C@H](C)CO)C(=O)c2cc(NC(=O)CCN3CCOCC3)ccc2O[C@H]1CN(C)C(=O)Nc1ccc(C(F)(F)F)cc1,2.6
COc1ccc(NC(=O)N(C)C[C@@H]2OCc3cn(nn3)CCCC(=O)N([C@H](C)CO)C[C@H]2C)cc1,-11.8
CCCN(C)C[C@H]1OCCCC[C@@H](C)Oc2ccc(NC(=O)c3ccncc3)cc2C(=O)N([C@H](C)CO)C[C@@H]1C,1.3
C[C@@H]1CN([C@H](C)CO)S(=O)(=O)c2ccc(C3=CCCC3)cc2O[C@H]1CN(C)Cc1ccccc1,1.4
Cc1ccccc1S(=O)(=O)N(C)C[C@@H]1OCc2ccccc2-c2ccccc2C(=O)N([C@H](C)CO)C[C@@H]1C,-2.0
C[C@H](CO)N1C[C@H](C)[C@H](CN(C)Cc2ccccc2)Oc2ccc(NC(=O)Cc3cn(C)c4ccccc34)cc2C1=O,-2.3
C[C@@H]1CN([C@@H](C)CO)C(=O)c2cc(NC(=O)Nc3ccccc3)ccc2O[C@@H]1CN(C)S(=O)(=O)c1cn(C)cn1,3.1
O=C(C[C@H]1C[C@H]2c3cc(NC(=O)Nc4ccccc4F)ccc3O[C@H]2[C@H](CO)O1)NCc1ccc2c(c1)OCO2,11.8
